Screening results as filed in PubChem BioAssay.
ZTA DNA inh – ZTA (EBV) inhibition in EBNA-1 counter-screen | ZTA-DNA binding, fluorescence polarization | inhibition, % at 11 µM | 0.15% of 320,000 active; in the data active = inhibition above about 33%
procasp7 counter – procaspase-7 activators, primary screen, counter-screen for procaspase-3 activator project, biochemical, absorbance, HTS, human. AID 463210, 2010. 0.093% of 330,000 active. activation, % at 8.5 µM. recombinant procaspase-7, Ac-DEVD-pNA absorbance 405 nm; D23A/D198A/D206A triple mutant, cannot self-cleave; scale: DMSO 0, 5 µM enzyme 100;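 active = percent activation above the screen-wide mean plus 3 SD, cut at about 25% in these data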
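Assay system: Uncleavable procaspase-7 mutant enzyme | Input: 2 µM procaspase-7 mutant as dispensed | Timing: 1 h compound preincubation, 2 h substrate cleavage, 25 °C | Repeats: One well per compound | Control set: DMSO wells as 0%, DMSO with 5 µM added PC-7 as 100% | Technique: Epi-absorbance of released pNA at 405 nm, two timepoints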
proCasp3 act – activators of human procaspase-3 D3A mutant, primary screen, biochemical, absorbance, PC-3 D3A mutant, single concentration; 0.11% of 330,000 active; AID 463141, 2010; recombinant procaspase-3 D3A, Ac-DEVD-pNA absorbance 405 nm; activation, % at 8.5 µM;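 active = activation above the mean of all tested compounds plus 3 SD, cut at about 21% in these data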;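 note: 0% = DMSO alone and 100% = DMSO wells spiked with extra 5 µM PC-3 D3A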
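Evaluation: percent activation relative to control range; Material: Procaspase-3 D3A mutant, all three cleavage aspartates alanine; Compound: single dose, 8.5 µM nominal compound, 0.8% DMSO; Replication: one well per compound; Signal: absorbance at 405 nm, 0 and 120 min; Schedule: 1 h preincubation plus 2 h reaction at 25 °C.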
EBNA-1 inhibitor – EBNA-1 DNA-binding inhibitors, primary screen, biochemical, fluorescence polarization; inhibition, % at 14.8 µM; 0.34% of 300,000 active; AID 1950, 2009; in the data active = inhibition above about 28%
RPL19A TOR yeast – RPL19A-GFP expression modulators in yeast, primary screen, cell-based, S. cerevisiae, multiplex flow cytometry, MLPCN. AID 2025, 2009. S. cerevisiae RPL19A-GFP strain, 3 h; active compounds read low. percent response vs DMSO, % at 10 µM. 0.3% of 330,000 active;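 active = percent response vs DMSO below 50%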;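 note: median channel GFP fluorescence of the barcoded RPL19A-GFP strain; ratio of sample median GFP to plate DMSO average so 100% = DMSO; lower means less RPL19A-GFP as with rapamycin TOR inhibition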
LAP4-GFP MLPCN – modulators of LAP4-GFP expression in yeast, primary screen, S. cerevisiae, multiplex flow cytometry, MLPCN library; GFP response vs DMSO, % at 10 µM; 3 h; median GFP as percent of DMSO wells; 0.34% of 320,000 active; AID 2023, 2009;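 active = GFP response vs DMSO above a set limit, about the screen mean plus 3 SD, cut at about 150% in these data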
AHR activator – AHR activators, primary screen, cell-based, luminescence, luciferase reporter, human; activation, % at 5 µM; Aryl hydrocarbon receptor (Homo sapiens), P35869; 2.5% of 320,000 active; AHR-responsive luciferase reporter cells; in the data active = activation above about 47%;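 note: 0% = vehicle wells and 100% = reference agonist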
MEP2 TOR yeast – modulators of MEP2-GFP levels in yeast, primary screen, S. cerevisiae, multiplex flow cytometry, MLPCN library; S. cerevisiae MEP2-GFP strain, 3 h; 100% = DMSO control level; GFP response vs DMSO, % at 10 µM; 0.51% of 330,000 active; AID 2016, 2009;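 active = GFP response versus DMSO above a set limit, roughly screen mean plus 3 SD, cut at about 180% in these data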;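 note: median GFP fluorescence of the barcode-gated MEP2-GFP cells per well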
* marks the source's active call; other numbers are inactive results; nt = not tested or not shown; [ ] = remark or other dose. The order is random. About 3.8% of those tested had a hit in this group.

The first two entries (preview)
SMILES | ZTA DNA inh | procasp7 counter | proCasp3 act | EBNA-1 inhibitor | RPL19A TOR yeast | LAP4-GFP MLPCN | AHR activator | MEP2 TOR yeast
COc1cc(C2/C(=C(\O)c3ccc4c(c3)CC(C)O4)C(=O)C(=O)N2CCCn2ccnc2)cc(OC)c1OC (stereo not given) | 3 | -32 | -2 | 0 | 110 | 105 | 2 | 111
O=C(CN1CCN(C(=O)C2CCCO2)CC1)Nc1ccc(Br)cc1 (stereo not given) | 1 | -4 | -1 | 15 | 95[may fluoresce green] | 102[may fluoresce green] | 4 | 103[may fluoresce green]

Results, previewed entries included:
SMILES | ZTA DNA inh | procasp7 counter | proCasp3 act | EBNA-1 inhibitor | RPL19A TOR yeast | LAP4-GFP MLPCN | AHR activator | MEP2 TOR yeast
COc1cc(C2/C(=C(\O)c3ccc4c(c3)CC(C)O4)C(=O)C(=O)N2CCCn2ccnc2)cc(OC)c1OC (stereo not given) | 3 | -32 | -2 | 0 | 110 | 105 | 2 | 111
O=C(CN1CCN(C(=O)C2CCCO2)CC1)Nc1ccc(Br)cc1 (stereo not given) | 1 | -4 | -1 | 15 | 95[may fluoresce green] | 102[may fluoresce green] | 4 | 103[may fluoresce green]
COc1ccc(CCC(=O)NCc2ccc3c(c2)OCO3)cc1 | 9 | -4 | 3 | -4 | 106 | 99 | 6 | 102
CCOc1ccc(NS(=O)(=O)c2ccc(C(=O)NCC3(N(C)C)CCCCC3)cc2)cc1 | -14 | 4 | -14 | -14 | 102 | 100 | 4 | 99
CC12C(=O)N(c3cccc(OC(=O)c4ccco4)c3)C(=O)C1C1c3ccccc3C2c2ccccc21 (stereo not given) | 8 | 1 | -10 | 10 | 92 | 99 | 2 | 91
Cc1[nH]c2ccccc2c1C1=CN2CCS(=O)(=O)N=C2S1 | 9 | -6 | -5 | -1 | 99 | 101 | 2 | 108
O=C(CN1C(=O)NC2(CCCCCC2)C1=O)Nc1ccccc1[N+](=O)[O-] | nt | -2 | 7 | nt | 105 | 90 | 13 | 108
O=C(NNC(=O)c1ccccc1Br)c1cccc(Cl)c1 | -1 | 5 | 0 | 12 | 97 | 97 | 2 | 99
CCCCCNC(=O)c1cc(S(=O)(=O)N2CCCCC2)ccc1F | 15 | -7 | -7 | -9 | 104 | 97 | 2 | 104
CCc1ccc(NC(=O)CSc2nc3ccccc3c(=O)n2CCCC(=O)NCCCN2CCOCC2)cc1 | 1 | 0 | -5 | -14 | 101 | 102 | -3 | 103
O=CC1=C(c2ccccc2)Oc2ccccc2O1 | 9 | 1 | 8 | 4 | 103 | 118 | 0 | 96
CCSc1nc2ccccc2n1C(=O)/C=C/c1ccc(OC)c(OC)c1 | 17 | 8 | 6 | 2 | 96 | 99 | -2 | 100
COc1ccc(-c2csc(NC(=S)NC(=O)c3ccco3)n2)cc1 | 4 | -4 | 9 | -3 | 105 | 97 | 6 | 102
COc1ccc(Cc2nnc(Nc3ccc(C)cc3)o2)cc1OC | -6 | 1 | 3 | -14 | 93 | 104 | 24 | 96
CC(=O)c1cccc(CN2CCCC(C(=O)c3ccc4c(c3)OCO4)C2)c1 (stereo not given) | -4 | -1 | -6 | -3 | 111 | 97 | 16 | 103
Cc1ccc(-c2cc(C(F)F)nc(S(C)(=O)=O)n2)cc1 | 4 | 3 | 7 | -1 | 90 | 96 | 1 | 102
O=C(CSc1nnc(NC(=O)c2c(F)cccc2F)s1)NC1CCCCC1 | 10 | 12 | 1 | 5 | 103 | 85 | 0 | 105
CCc1n(CC(O)COCC2CC=CCC2)c2ccccc2[n+]1C (stereo not given) | 3 | 0 | 9 | 2 | 88 | 79 | 1 | 98
COc1cc(CCC(=O)OCC(=O)Nc2cccc(S(=O)(=O)N(C)C)c2)cc(OC)c1OC | -13 | -15 | -8 | 1 | 97 | 80 | 0 | 93
CC1CN(CCCOc2ccc([N+](=O)[O-])cc2)CC(C)O1 (stereo not given) | 8 | -3 | -1 | 2 | 105 | 83 | -2 | 87
Cc1ccc(S(=O)(=O)N2CCCCC2)cc1NC(=O)CNCc1ccco1 | 18 | -7 | 2 | 4 | 105 | 102 | 2 | 98
Cc1csc(NC(=O)Cn2nc(C)c([N+](=O)[O-])c2C)n1 | -7 | 15 | -9 | -11 | 93 | 99 | 6 | 97
CCN(CC)Cc1c(C(=O)N/N=C/c2ccc(C)o2)nnn1-c1nonc1N | -5 | 0 | 3 | -4 | 95 | 101 | 0 | 93
N/C(=N\OC(=O)c1ccc2ccccc2c1)c1ccccc1Cl | 23 | 2 | 2 | 3 | 89 | 123 | 12 | 96
COC(=O)c1c(O)c2ccccc2[nH]c1=O | -12 | -10 | -9 | 11 | 100 | 102 | 0 | 99
Cc1cc(C)cc(SCc2noc(C(=O)NCCC(C)C)c2C(=O)NCCC(C)C)c1 | -1 | -1 | -2 | -7 | 97 | 96 | 5 | 102
CCN(CC(=O)Nc1ccccc1OC)C(=O)CN1C(=O)NC2(CCCC2)C1=O | -8 | 6 | 4 | 7 | 95 | 94 | -2 | 101
Cc1cc(C)cc(C(=O)NC(CC(N)=O)c2ccc(N3CCN(c4ccccn4)CC3)c([N+](=O)[O-])c2)c1 (stereo not given) | -4 | -1 | -5 | -16 | 105 | 105 | 2 | 106
C=CCSc1nnc2c(n1)OC(c1ccco1)Nc1ccccc1-2 (stereo not given) | 1 | -19 | -14 | 6 | 111 | 95 | 18 | 115
CC(C)N(c1ccccc1)c1ccc(NC(=O)COC(=O)CCN2C(=O)c3cccc([N+](=O)[O-])c3C2=O)cc1 | -3 | 9 | -1 | -13 | 99 | 86 | 0 | 96
O=C(Nc1cccc([N+](=O)[O-])c1)c1ccc2c(c1)C(=O)N(c1ccccn1)C2=O | -7 | 4 | 2 | -2 | 106 | 95 | 5 | 105
CCCCOC(=O)Nc1ccc(S(=O)(=O)Nc2nccs2)cc1 | -2 | 8 | -6 | -11 | 95 | 103 | 2 | 102
COc1cccc2cc(C(=O)NCc3ccc(Cl)cc3)c(=O)oc12 | 5 | 11 | 2 | -9 | 106 | 97 | 1 | 101
Oc1c(C=Nc2ccccc2)sc(=S)n1Cc1ccccc1 | -16 | -21 | -21 | -7 | 97 | 99 | 23 | 101
COc1ccc(CNC(=O)Cn2nc(-c3ccc4c(c3)OCCO4)ccc2=O)cc1 | 8 | -10 | 8 | -2 | 99 | 104 | 3 | 87
CN1CCN(c2nnc(-c3ccc(Cl)cc3)c3ccccc23)CC1 | 5 | -4 | 1 | -2 | 100 | 96 | 3 | 105
O=C(NCCO)C(=O)NCC1OCCCN1S(=O)(=O)c1ccc2c(c1)OCCO2 (stereo not given) | 11 | 2 | 7 | 4 | 97 | 93 | 3 | 96
CCOc1ccccc1NC(=O)C(Sc1nnc2ccccn12)c1ccccc1 (stereo not given) | -5 | 0 | -3 | -9 | 96 | 91 | 9 | 97
C/C(=N/Nc1nc(-c2ccc(Cl)cc2)cs1)c1cccs1 | -11 | -19 | -20 | -9 | 101 | 100 | 104* | 102
COc1ccc(CCNC(=O)c2cc3c(C)nccc3[nH]c2=O)cc1OC | -22 | 7 | 2 | -6 | 105 | 113 | 1 | 104

Compound profiles, as listed above:
Cc1csc(NC(=O)Cn2nc(C)c([N+](=O)[O-])c2C)n1 is listed with ZTA DNA inh: -7; procasp7 counter: 15; proCasp3 act: -9; EBNA-1 inhibitor: -11; RPL19A TOR yeast: 93; LAP4-GFP MLPCN: 99; AHR activator: 6; MEP2 TOR yeast: 97
N/C(=N\OC(=O)c1ccc2ccccc2c1)c1ccccc1Cl is listed with ZTA DNA inh: 23; procasp7 counter: 2; proCasp3 act: 2; EBNA-1 inhibitor: 3; RPL19A TOR yeast: 89; LAP4-GFP MLPCN: 123; AHR activator: 12; MEP2 TOR yeast: 96

(next part)
SMILES | ZTA DNA inh | procasp7 counter | proCasp3 act | EBNA-1 inhibitor | RPL19A TOR yeast | LAP4-GFP MLPCN | AHR activator | MEP2 TOR yeast
CCc1ccc(C(=O)COC(=O)c2cnccn2)cc1 | 0 | -3 | -4 | -7 | 86 | 88 | 1 | 94
CC(=O)c1c(NCCc2ccccc2)cc(C)oc1=O | -15 | 1 | 4 | 4 | 97 | 96 | 32 | 94
O=C(CCNc1ccc(Cl)cc1)c1cccs1 | 6 | -12 | -13 | 17 | 101 | 99 | 0 | 102
CCOC(=O)C(C(C)C)C(N)Cc1ccc(F)cc1 (stereo not given) | -16 | 3 | -5 | -2 | 98 | 90 | -2 | 103
Cc1cc(=O)oc2c(C)c(OCC(=O)NC3CCN(Cc4ccccc4)CC3)ccc12 | -13 | -7 | 2 | -6 | 98 | 97 | 0 | 128
Cc1ccc(/C=N\NC(=O)C2COc3cc4ccccc4cc3O2)o1 (stereo not given) | 5 | 1 | 7 | -7 | 100 | 111 | 14 | 106
CCOC(=O)c1ccc2nc(NC(=O)c3cccs3)sc2c1 | 0 | 2 | 6 | 2 | 98 | 97 | 4 | 101
Cn1ncc(Br)c1NC(=O)Nc1ccccc1 | -16 | 0 | 1 | 0 | 93 | 105 | 2 | 97
COC(=O)C1C2C=CC3(CN(Cc4cccs4)C(=O)C13)O2 (stereo not given) | -13 | 0 | 2 | -7 | 104 | 108 | 0 | 109
Cc1cc(C)n(CCNc2nc3nonc3nc2N2CCCCC2)n1 | -12 | 2 | 3 | 2 | 99 | 97 | 0 | 98
Cc1cc(C)n(-c2nnc(C)n2NS(C)(=O)=O)n1 | -6 | 1 | 8 | -15 | 102 | 108 | 6 | 109
N#CCCN1CCN(C(=S)c2ccc(-c3ccc(Cl)cc3)o2)CC1 | 1 | -14 | -1 | 3 | 99 | 105 | 8 | 101
CCc1nnc2c(NCCc3ccccc3)nc3ccccc3n12 | -5 | 10 | 5 | -9 | 99 | 101 | 10 | 97
CSc1cc(C)n(-c2ccc(Cl)cc2)c(=S)c1C(C)=O | 3 | -3 | -3 | 7 | 102 | 96 | 9 | 99
CN1/C(=C\C(=O)c2cccc(S(=O)(=O)N3CCCCC3)c2)C(C)(C)c2ccccc21 | -8 | 2 | 5 | 0 | 116 | 121 | 2 | 157
O=C(C[C@H]1C/C=C\CC[C@H](Cc2ccc(F)cc2)C(=O)OC[C@@H](Cc2c[nH]c3ccccc23)NC1=O)NCCO | nt | -5 | 1 | nt | 97 | 105 | 0 | 101
CCn1c(SCC(=O)NC2CC2)nnc1-c1ccc(C)cc1 | 10 | 2 | -5 | -1 | 104 | 80 | -1 | 103
O=C(NCc1cccc(Cl)c1)c1ccc2c(c1)SC1=NS(=O)(=O)CCN12 | -5 | -1 | 3 | 4 | 105 | 89 | -11 | 107
O=C(C[C@@H]1C/C=C/CC[C@@H](Cc2ccc(F)cc2)C(=O)OC[C@H](Cc2ccccc2)NC1=O)N[C@H](CO)Cc1ccccc1 | nt | 11 | -9 | nt | 107 | 98 | -1 | 103
O=C(O)CC/C(=N/Nc1ncc(C(F)(F)F)cc1Cl)C(=O)O | 24 | 6 | -2 | -7 | 103 | 93 | 26 | 107
Cc1ccc(S(=O)(=O)c2nc(S(C)(=O)=O)sc2N(C)C)cc1 | 15 | -4 | 4 | 9 | 93 | 97 | -1 | 96
CN(C)c1ccc(NC(=O)c2ccc3nc[nH]c3c2)cc1 | 0 | -7 | 1 | 7 | 101 | 93 | 2 | 88
O=C(CNc1ccccc1-c1ccccc1)NCc1ccccc1 | -10 | -7 | -15 | 3 | 105 | 92 | -2 | 102
